# H9c2 TAG inh = inhibitors of triacylglycerol accumulation; H9c2 cells, Nile Red lipid (TAG) fluorescence; cells loaded with 200 µM oleic acid; inhibition, % at 12.5 µM; 0.66% of 230,000 active;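 active = pattern-corrected inhibition of lipid staining of at least 50% with the nuclear-stain viability signal not falling by more than 50%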;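 note: 0% = DMSO wells and 100% = triacsin C control wells; some results filed as inactive read as strong as hits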
# H9c2 TAG inh DAPI viability = second read-out of H9c2 TAG inh, no call of its own (marks repeat the call); DAPI nuclei signal change (viability), lower = more cytotoxic, %;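 whole-well DAPI fluorescence read on a plate reader as a viability signal; minus 50 percent equals half of cells still viable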
# Active calls of the source: *. A portion of the library (hit frequency here may not be typical).
SMILES,H9c2 TAG inh,H9c2 TAG inh DAPI viability
N#CCCn1nnc(-c2ccccc2F)n1,-2.8,-1.4
CC(O)(c1ccccc1)c1nc(-c2ccncc2)cs1 (stereo unspecified),-10.3,3.3
CCOc1ccc(CCNC(=O)COC(=O)c2cccc(S(=O)(=O)N3CCCC3)c2)cc1OCC,17.1,-13.9
Cc1ccc(S(=O)(=O)N(C)C[C@H]2OCc3cn(nn3)CCCC(=O)N([C@@H](C)CO)C[C@@H]2C)cc1,8.5,-5.6
NC(=O)[C@H]1CC2(CC(c3cccc(NC(=O)COc4ccc(Cl)cc4)c3)=NO2)CN1C(=O)c1ccc(Cl)cc1 (stereo partly specified),-2.3,9.1
CCn1c(C)nc2cc(C(=O)N3N=C(CCOC)CC3(O)C(F)(F)F)ccc21 (stereo unspecified),-1.2,13.7
O=C(COc1ccc2ccccc2c1)N1CCN(c2ccccc2)CC1,0.7,-3.2
NC(=O)c1cccc(-c2ccnc3c2CC(C(=O)NCC2CC2)O3)c1 (stereo unspecified),2.6,8.4
O=C(NC(=S)N1CCCCC1)C12CC3CC(CC(C3)C1)C2,-8.4,9.2
CC(C)Oc1ccc(C(=O)NCc2cccnc2)cc1,-16.9,9.3
COc1ccc(C(=O)Nc2ccc(N3CCN(C(=O)C(C)C)CC3)cc2)cc1[N+](=O)[O-],8.2,-3.4
CCOC(=O)C1=C(c2ccccc2)OC(N)=C(C#N)C1C(C)C (stereo unspecified),9.9,1.9
COc1ccc(C(CNC(=O)COc2ccc(Br)cc2F)N2CCCC2)cc1 (stereo unspecified),2.4,2.9
Cn1ccc(C(=O)NC(=S)N2CCSCC2)n1,5.1,-1.4
COCC1CCN(Cc2nc(-c3ccc4c(c3)OCO4)no2)C1 (stereo unspecified),16.5,-9.1
Nc1nnc(-c2cc3ccccc3oc2=O)s1,-0.6,5.2
Cn1c2c(c(=O)n(C)c1=O)C(CC(=O)Nc1ccc(F)cc1)C(=O)N2 (stereo unspecified),5.3,3.9
COC(=O)c1ccc(-c2noc(CN3CCCCC3c3nccn3C)n2)cc1 (stereo unspecified),4.6,-5.1
O=C(COC(=O)Cc1ccccc1F)Nc1ccc2[nH]c(=O)[nH]c2c1,-18.2,-0.1
O=C1C(=C(c2ccccc2)c2ccccc2)Nc2ccccc21,17.2,-2.4
CCc1c(C)nc(SCC(=O)N2CC(C)OC(C)C2)[nH]c1=O (stereo unspecified),-8.2,1.9
COCC(=O)N(Cc1ccc(OC)cc1)Cc1nc2ccccc2c(=O)[nH]1,4.0,-1.6
Cc1ccc(C(=O)N2NC(c3ccc(F)cc3)C3C(=O)N(c4ccc(C)cc4)C(=O)C32)cc1 (stereo unspecified),0.3,-6.8
CN(C)S(=O)(=O)c1ccc(C(=O)N2CCOCC2)cc1,-14.8,11.1

# Structures listed so far that have a cyano group (two):
SMILES,H9c2 TAG inh,H9c2 TAG inh DAPI viability
N#CCCn1nnc(-c2ccccc2F)n1,-2.8,-1.4
CCOC(=O)C1=C(c2ccccc2)OC(N)=C(C#N)C1C(C)C (stereo unspecified),9.9,1.9

# Complete entries, quoted from the list. Order of values: H9c2 TAG inh	H9c2 TAG inh DAPI viability
# `Cn1c2c(c(=O)n(C)c1=O)C(CC(=O)Nc1ccc(F)cc1)C(=O)N2` (stereo unspecified) is entered as 5.3	3.9
# `O=C(COc1ccc2ccccc2c1)N1CCN(c2ccccc2)CC1` is entered as 0.7	-3.2

# Later entries:
SMILES,H9c2 TAG inh,H9c2 TAG inh DAPI viability
O=C(COC(=O)c1cnccn1)c1ccc(Cl)cc1,6.7,-3.3
COC(=O)Cc1ccc(NC(=O)C(c2ccccc2)c2ccccc2)cc1,-15.9,3.1
COc1ccccc1NC(=O)c1ccc(CN(c2cc(Cl)ccc2C)S(=O)(=O)c2ccccc2)cc1,12.8,7.1
CCOc1cc(N2CCOCC2)c(OCC)cc1NC(=O)c1c(-c2ccccc2Cl)noc1C,-12.1,0.5
Cc1c(C(=O)CN2CCOCC2)[nH]c2ccccc12,5.1,-8.1
COCCCNC(=O)c1ccc(Cn2c(=O)c3ccccc3n(Cc3ccc(C)cc3)c2=O)cc1,-11.2,-0.4
CCCS(=O)(=O)c1c(S(=O)(=O)CCC)c2c3ccccc3ccn2c1C(N)=O,-8.9,1.3
COc1ccc(NC(=O)C2CCCN2c2ccc(OC)c(OC)c2)cc1OC (stereo unspecified),28.0,1.4
Cc1cc(OCC(=O)OCC(=O)N2CCc3ccccc3C2)ccc1Cl,-2.8,0.2
Cc1cc(C)c2sc(N)nc2c1,8.9,-3.4
COc1ccc(C(=O)C2CCCN(Cc3cnc(N4CCOCC4)s3)C2)cc1F (stereo unspecified),-12.1,9.0
COc1ccc(NC(=O)Nc2ccccc2)cc1S(=O)(=O)N1CCCCC1,-16.3,-2.4
COc1cc2c(cc1NCc1ccccn1)oc1ccccc12,30.9,4.7
CCc1cccc2c(C(=O)COC(=O)c3cccc(S(=O)(=O)N(C)C4CCCCC4)c3)c[nH]c12,0.6,-3.9
Oc1ccc(CN2CCCCC2)nc1-c1ccccc1,-2.3,27.8
Nc1c(-c2ccccc2)nnn1Cc1ccccc1,-1.1,1.1
CCCCC(=O)Nc1nnc(S(=O)(=O)N2CCCc3ccccc32)s1,-6.4,-1.0
O=C(CCC1CCCN(C(=O)c2ccc3cc[nH]c3c2)C1)NCc1ccc(F)c(F)c1 (stereo unspecified),3.9,-2.5
COc1ccc(NC(=O)N(Cc2ccc(C)cc2)Cc2ccccn2)c(OC)c1,-8.6,-14.1
O=C(Cn1c(=O)cnc2ccccc21)N1CCN(S(=O)(=O)c2ccccc2Br)CC1,7.3,-1.8
CCOC(=O)c1ccc(NC(=O)c2nc[nH]c2C(=O)NCCCCCNC(=O)OC(C)(C)C)cc1,28.8,-1.8
c1ccc2c(c1)[nH]c1c(NCC3CCCO3)ncnc12 (stereo unspecified),-18.0,6.9
CSc1nc2c(cnn2-c2ccc(C)c(C)c2)c(=O)[nH]1,2.0,-2.4
O=c1cc(-c2ccc(O)c(O)c2)oc2cc(O)c([C@@H]3O[C@H](CO)[C@@H](O)[C@H](O)[C@H]3O)c(O)c12,-7.4,-1.1
O=C(Cc1ccccc1)NC1(Cc2ccc(O)cc2)CCCCC1,-2.1,-6.7
Cc1nn(C2CCS(=O)(=O)C2)c(C)c1CN(C)C(=O)c1cccc(Cl)c1 (stereo unspecified),-2.0,8.3
CCNC(=O)C1(C)CCCN(C(=O)c2sc(-c3ccccc3)nc2C)C1 (stereo unspecified),4.3,-9.2
O=S(=O)(c1ccc(SCc2ccccc2)nc1)N1CCCC1,-6.6,-5.3
Cc1nn(-c2ccccn2)c2c1-c1nc(N)ncc1CC2,-4.2,3.7
CCN(CC)CCNCC(=O)Nc1ccc(Oc2ccccc2)cc1,0.7,7.8
COc1ccc(NC(=O)c2ccc([N+](=O)[O-])s2)c([N+](=O)[O-])c1,27.3,-2.5
C=CCc1cccc(CNc2cnc3ccccc3c2)c1O,-33.3,5.4
COc1ccc(-c2nc3n(n2)C(c2ccccc2Cl)C(C(N)=O)=C(C)N3)cc1 (stereo unspecified),2.1,-3.1
CC1(OCON)CCCc2ccccc21 (stereo unspecified),-9.2,-6.3
CN(C(=O)c1ccc(NC(=O)Cc2cccc(NC(=O)C3CCCN(C(=O)CCc4ccccc4)C3)c2)cc1)C1CC1 (stereo unspecified),13.4,-5.2
Clc1cccc(N2CCN(CCCN3CCN(c4ccccc4)CC3)CC2)c1,13.9,22.5
CC1=NN(C(=O)CCc2ccccc2)C(c2ccccc2)C1 (stereo unspecified),0.6,-14.3
CC(=O)Nc1ccc(C2=NOC(C)(C)C(=O)N2Cc2cccc(C#N)c2)cc1,8.7,-0.9
COc1ccc(NC(=O)Nc2ccc(N3CCOCC3)c3nonc23)c(OC)c1,26.0,-5.5
Cc1ccc(-n2c(C)cc(C=C(C#N)C#N)c2C)cc1,-73.5,-24.6
COc1ccc(-c2cc(-c3ccc(O)cc3)nc(N)c2C#N)cc1,9.6,7.7

# Compounds shown so far containing a halogen, in the order listed:
SMILES,H9c2 TAG inh,H9c2 TAG inh DAPI viability
N#CCCn1nnc(-c2ccccc2F)n1,-2.8,-1.4
NC(=O)[C@H]1CC2(CC(c3cccc(NC(=O)COc4ccc(Cl)cc4)c3)=NO2)CN1C(=O)c1ccc(Cl)cc1 (stereo partly specified),-2.3,9.1
CCn1c(C)nc2cc(C(=O)N3N=C(CCOC)CC3(O)C(F)(F)F)ccc21 (stereo unspecified),-1.2,13.7
COc1ccc(C(CNC(=O)COc2ccc(Br)cc2F)N2CCCC2)cc1 (stereo unspecified),2.4,2.9
Cn1c2c(c(=O)n(C)c1=O)C(CC(=O)Nc1ccc(F)cc1)C(=O)N2 (stereo unspecified),5.3,3.9
O=C(COC(=O)Cc1ccccc1F)Nc1ccc2[nH]c(=O)[nH]c2c1,-18.2,-0.1
Cc1ccc(C(=O)N2NC(c3ccc(F)cc3)C3C(=O)N(c4ccc(C)cc4)C(=O)C32)cc1 (stereo unspecified),0.3,-6.8
O=C(COC(=O)c1cnccn1)c1ccc(Cl)cc1,6.7,-3.3
COc1ccccc1NC(=O)c1ccc(CN(c2cc(Cl)ccc2C)S(=O)(=O)c2ccccc2)cc1,12.8,7.1
CCOc1cc(N2CCOCC2)c(OCC)cc1NC(=O)c1c(-c2ccccc2Cl)noc1C,-12.1,0.5
Cc1cc(OCC(=O)OCC(=O)N2CCc3ccccc3C2)ccc1Cl,-2.8,0.2
COc1ccc(C(=O)C2CCCN(Cc3cnc(N4CCOCC4)s3)C2)cc1F (stereo unspecified),-12.1,9.0
O=C(CCC1CCCN(C(=O)c2ccc3cc[nH]c3c2)C1)NCc1ccc(F)c(F)c1 (stereo unspecified),3.9,-2.5
O=C(Cn1c(=O)cnc2ccccc21)N1CCN(S(=O)(=O)c2ccccc2Br)CC1,7.3,-1.8
Cc1nn(C2CCS(=O)(=O)C2)c(C)c1CN(C)C(=O)c1cccc(Cl)c1 (stereo unspecified),-2.0,8.3
COc1ccc(-c2nc3n(n2)C(c2ccccc2Cl)C(C(N)=O)=C(C)N3)cc1 (stereo unspecified),2.1,-3.1
Clc1cccc(N2CCN(CCCN3CCN(c4ccccc4)CC3)CC2)c1,13.9,22.5

# Screening results from PubChem BioAssay.
